# KDM5B inh = Primary screen for KDM5B Histone Demethylases FDH-coupled qHTS; Potency, µM (series often up to 57.7 µM), without a hit: at the highest dose activity change, negative = inhibition, hits mostly inhibitors; KDM5B demethylase, FDH-coupled NADH fluorescence (FDH is formaldehyde dehydrogenase); AID 1347165, 2019; 220,000 compounds, 2.6% hits; Lysine-specific demethylase 5B (Homo sapiens), Q9UGL1; active = well fitted inhibition curve with a large enough effect; inconclusive = small, poorly fitted or top-dose-only effect; inactive = no such curve, though single readings can be large or run the other way; note: 0% is about no effect; nearly all actives have a fitted effect of over 70% in size
# Target sequence (Q9UGL1 whole entry, looked up): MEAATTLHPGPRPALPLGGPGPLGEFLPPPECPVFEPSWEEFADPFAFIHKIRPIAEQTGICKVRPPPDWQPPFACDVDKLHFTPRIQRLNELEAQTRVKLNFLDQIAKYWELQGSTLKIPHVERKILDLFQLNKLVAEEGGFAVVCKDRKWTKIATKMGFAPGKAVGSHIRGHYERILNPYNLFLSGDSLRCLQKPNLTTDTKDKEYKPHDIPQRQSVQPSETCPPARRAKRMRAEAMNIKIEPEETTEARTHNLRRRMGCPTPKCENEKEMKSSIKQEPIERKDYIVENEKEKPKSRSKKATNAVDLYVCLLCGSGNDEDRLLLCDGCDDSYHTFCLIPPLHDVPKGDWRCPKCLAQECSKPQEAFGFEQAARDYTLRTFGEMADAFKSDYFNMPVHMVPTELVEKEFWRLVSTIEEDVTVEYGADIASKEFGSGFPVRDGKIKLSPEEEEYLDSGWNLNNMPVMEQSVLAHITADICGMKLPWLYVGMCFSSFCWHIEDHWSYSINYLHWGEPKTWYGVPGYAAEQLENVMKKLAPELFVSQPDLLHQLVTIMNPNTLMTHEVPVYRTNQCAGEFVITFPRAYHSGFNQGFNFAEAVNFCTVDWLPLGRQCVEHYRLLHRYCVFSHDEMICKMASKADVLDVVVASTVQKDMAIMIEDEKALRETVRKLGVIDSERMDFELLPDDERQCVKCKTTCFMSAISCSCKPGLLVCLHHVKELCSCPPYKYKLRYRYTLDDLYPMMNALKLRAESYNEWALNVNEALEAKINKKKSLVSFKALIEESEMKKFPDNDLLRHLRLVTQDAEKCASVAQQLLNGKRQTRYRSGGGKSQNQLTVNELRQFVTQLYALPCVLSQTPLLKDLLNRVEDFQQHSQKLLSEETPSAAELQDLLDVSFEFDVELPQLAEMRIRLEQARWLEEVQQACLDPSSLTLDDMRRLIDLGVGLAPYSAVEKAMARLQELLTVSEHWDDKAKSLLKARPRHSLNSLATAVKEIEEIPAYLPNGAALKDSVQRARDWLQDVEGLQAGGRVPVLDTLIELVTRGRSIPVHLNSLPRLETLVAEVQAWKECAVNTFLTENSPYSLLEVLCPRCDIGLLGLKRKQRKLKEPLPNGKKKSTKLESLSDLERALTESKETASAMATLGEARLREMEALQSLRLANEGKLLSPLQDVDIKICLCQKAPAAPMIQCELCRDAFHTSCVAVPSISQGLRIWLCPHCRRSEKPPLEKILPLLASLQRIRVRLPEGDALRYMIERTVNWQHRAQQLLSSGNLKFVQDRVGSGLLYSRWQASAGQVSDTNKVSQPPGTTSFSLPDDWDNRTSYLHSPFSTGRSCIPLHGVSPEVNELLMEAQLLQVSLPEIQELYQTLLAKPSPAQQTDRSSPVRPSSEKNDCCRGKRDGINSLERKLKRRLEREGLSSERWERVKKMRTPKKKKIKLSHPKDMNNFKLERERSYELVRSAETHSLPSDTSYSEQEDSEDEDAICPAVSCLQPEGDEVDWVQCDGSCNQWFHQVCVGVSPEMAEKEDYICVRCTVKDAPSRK
#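 Coupled FDH/NAD⁺ fluorescence readout. KDM5BΔAP 200 nM final; compound titration, 10 min RT preincubation; substrate mix 12.5 µM H3K4me3, 25 µM 2-OG, 50 µM Fe(II), 100 µM ascorbate, 0.25 mM NAD⁺, 0.25 U/mL FDH; ΔRFU over 30 min.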
# The depositor's hits bear a star; i = inactive; ? = inconclusive; [ ] = another dose, or the depositor's remark. Potency is the fitted concentration of half-maximal effect. An excerpt; the hit share may differ from the screen's.
# Start of the data: the first 7 records, to show the layout:
structure,KDM5B inh
O=C(CSc1nc(C2CC2)n(-c2ccccc2)n1)Nc1ccccc1,13.1%
Cc1ccc(-c2cc(C(=O)N3CCN(C(=O)c4ccc(Br)o4)CC3)[nH]n2)cc1C,7.8%
CCC(C)C(=O)NCC(OC)c1ccccc1 (stereo not given),13.3%
Cc1ccc(-n2nc(C(=O)NC(C)C)c(=O)n(C)c2=O)cc1,-6.1%
COc1ccc2[nH]c(C(=O)NCC(=O)Nc3ccc4c(c3)OCCO4)cc2c1OC,?
COC[C@@H]1CN(S(=O)(=O)c2cccc(C)c2)C[C@H]1c1ccncc1,-7.1%
COc1cccc(N2CCN(C(=O)c3c4c(nc5ccccc35)C(=O)N(C3CCCCC3)C4)CC2)c1,-13.2%

# This part in full, from the first entry:
structure,KDM5B inh
O=C(CSc1nc(C2CC2)n(-c2ccccc2)n1)Nc1ccccc1,13.1%
Cc1ccc(-c2cc(C(=O)N3CCN(C(=O)c4ccc(Br)o4)CC3)[nH]n2)cc1C,7.8%
CCC(C)C(=O)NCC(OC)c1ccccc1 (stereo not given),13.3%
Cc1ccc(-n2nc(C(=O)NC(C)C)c(=O)n(C)c2=O)cc1,-6.1%
COc1ccc2[nH]c(C(=O)NCC(=O)Nc3ccc4c(c3)OCCO4)cc2c1OC,?
COC[C@@H]1CN(S(=O)(=O)c2cccc(C)c2)C[C@H]1c1ccncc1,-7.1%
COc1cccc(N2CCN(C(=O)c3c4c(nc5ccccc35)C(=O)N(C3CCCCC3)C4)CC2)c1,-13.2%
CC(NC(=O)c1n[nH]c(=O)c2ccccc12)c1ccc(F)cc1F (stereo not given),7.8%
Cc1ccc2c(CN3CCN(CCO)CC3)cc(=O)oc2c1,1.2%
Cc1nc(-c2cn(C3CCCN(C(=O)c4c(F)cccc4F)C3)nn2)no1 (stereo not given),-22.8%
Cc1cc(C)c2oc(C(=O)NCC(c3ccc(C)o3)N(C)C)cc(=O)c2c1 (stereo not given),-6.0%
COc1ccc(OC)c(CN2CCNc3cnc(-c4ccccc4)cc3C2)c1,31.6µM*
COc1nn(C)c2nc(C)c(CCC(=O)NC(C)C(C)C)c(C)c12 (stereo not given),431.1%[activator]
CN(Cc1nccn1Cc1ccccc1)C(=O)C1NCCc2[nH]cnc21 (stereo not given),-28.0%
Cc1c(Cl)cccc1NC(=O)Cn1c(C)cc2nc3n(c(=O)c21)CCCC3,-2.1%
Cn1nccc1C(=O)NCCc1noc(-c2ccccc2)n1,-4.7%
C[C@@H](NC(=O)C1CCCC1)c1onc(-c2cccnc2)c1C(=O)O,0.1%[86.2 µM]
CC(C)CC(=O)N1CCC2(CC1)CC(Cc1cccc(F)c1)CCO2 (stereo not given),-18.0%
COc1ccc(C(=O)N2CCc3ccc(C(=O)Nc4ccc5c(c4)OCCO5)cc32)cc1,-18.9%
CS(=O)(=O)N1CCCN(Cc2cn[nH]c2C(=O)O)CC1,13.5%
CCc1c(-c2ccccc2)nc2ccccc2c1C(=O)NC(C)c1ccccc1 (stereo not given),?
CC(=O)Nc1ccc(NC(=O)Cn2c(=O)ccc3cc(S(=O)(=O)N4CCC(C)CC4)ccc32)cc1,26.3%
O=C(Cn1cccn1)N1CC[C@@H]2[C@@H](CCC(=O)N2CCc2cnc[nH]2)C1,43.6%[activator]
COc1ccc(-c2ocnc2C(=O)Nc2cccc(Cl)c2C)cc1OC,?
CN(c1ccc(C(=O)N2CCOCC2)cc1)S(=O)(=O)c1cccs1,22.1%
O/N=C1\CCOc2ccccc21,-9.6%
Nc1nnnn1NCc1cc(Br)ccc1OCc1ccccc1,-8.7%
COC[C@H]1CCCN1C(=O)C[C@@H]1O[C@H](CNS(=O)(=O)c2ccccc2)[C@@H](O)[C@H]1O,?
CCOCC(=O)N[C@@H]1CN(c2ccncn2)C[C@H]1CN(C)C,-20.0%
O=C(NCCCc1ccccc1)C1CN(c2ccc(Cl)cc2)C(=O)N1 (stereo not given),6.7%
COC(=O)CNC(=O)Cn1cnc2c1c(=O)n(C)c(=O)n2C,-2.0%
CNC(=O)c1cc(=O)n(CC(=O)Nc2cccc(C#N)c2)c2ccccc12,-16.6%
O=C(CCn1ncc(=O)c2ccccc21)N1CCCC1c1ccc2c(c1)OCCO2 (stereo not given),-3.5%
Cc1cc(C)c(S(=O)(=O)n2cc3c(=O)n(C)c(=O)n(C)c3n2)cc1C,11.5%
CCn1ncc(N2CCC(NC(=O)CC(C)(C)C)CC2)cc1=O,12.3%
O=C(NC1CC1)c1cc(-c2ccccc2F)cc2c1OCCN2Cc1cccnc1,31.6µM*
COc1ccc(C(=O)N2CCC3(CC2)Cc2ccccc2NC3=O)cc1,-11.7%
COc1cc(OC)c(C(=O)N(CCc2ccccc2)Cc2ccccc2)cc1OC,12.8%
Cc1ccccc1C(=O)N1CCc2[nH]nc(C(=O)NCCCc3ccccc3)c2C1,-5.7%
O=C(Oc1c(Sc2ccc(Cl)cc2)c(=O)oc2ccccc12)c1ccccc1,?
CCc1ccc(CNC(=O)c2ccc3nc(C(C)C)oc3c2)cc1,-13.9%
O=C(Nc1ccc(Cl)nc1)c1cnn2ncccc12,39.8µM*
O=C(COC(=O)CC1CC2CCC1C2)Nc1ccc([N+](=O)[O-])cc1C(F)(F)F (stereo not given),17.2%
COc1ccc(N2CCN(CC(O)COc3ccc(C(C)(C)C)cc3)CC2)cc1 (stereo not given),?
COc1ccc(CN(C)C(=O)Cn2nc(C(=O)O)c3ccccc3c2=O)cc1,8.1%
O=C1CCN(C(=O)CC2CCCC2)CCCC(c2nc(-c3ccccc3)no2)CCN1 (stereo not given),24.5%
O=C(NCCc1ccccc1F)c1cc(Br)cn2ccnc12,28.2µM*
Cc1ccccc1C(=O)n1nc(-c2ccco2)nc1NCc1ccc(Cl)cc1,-21.3%
Cc1cc(C)c(C(=O)/C=C/c2ccccc2)cc1C,12.8%
Cc1ccccc1S(=O)(=O)N1CC[C@@H]2CN(c3cnccn3)[C@@H]2C1,i
CCOC(=O)c1nc(Nc2ccc(C(=O)OC)cc2)c2ccccc2n1,?
Cc1nn(CCO)cc1-c1c(-c2ccccc2)ncn1CC(=O)O,-26.6%
CC(C)(C)c1cc(NC(=O)NN2CCOCC2)nn1-c1c(Cl)cc(Cl)cc1Cl,14.8%
CSc1ncc(C(=O)NCc2ccc(F)cc2)c(-c2ccccc2)n1,-18.5%
CCNS(=O)(=O)c1ccc(C)c(C(=O)NCc2coc(-c3cccs3)n2)c1,?
CC(C)c1ccc(CN2C[C@@H]3C(=O)N(CCCN4CCCC4=O)C(=O)[C@@H]3C2)cc1,0.5%
CCn1cc(S(=O)(=O)Nc2ccc(F)cc2C)cn1,7.8%
Cc1nc2nc[nH]n2c(=O)c1CCC(=O)Nc1ccc(F)cc1,-13.6%
COc1ccccc1C(=O)NC(=S)NC12CC3CC(CC(C3)C1)C2,41.9%
Cc1ccc(N(C(=O)c2ccco2)C2C=CS(=O)(=O)C2)cc1 (stereo not given),5.5%

# (cont.)
SMILES	KDM5B inh
CCS(=O)(=O)N1CCc2cc(C(=O)CSc3nnc(C4CC4)n3Cc3ccccc3)ccc21	-5.4%
CCCCCNC(=O)NCCc1c[nH]c2ccccc12	13.5%
O=C1c2ccccc2NC(c2cccc(O)c2)N1Cc1ccco1 (stereo not given)	?
CS(=O)(=O)N1CCc2cc(C(=O)N3CCN(c4ccccc4)CC3)ccc21	?
COC(=O)/C=C/c1ccc(OCc2ccc(Br)cc2)c(OC)c1	22.9%
COc1ccc(CNC(=O)c2cc3c(s2)-c2c(C)cccc2OC3)cc1	-138.9%
COc1ccc(Cl)cc1COc1ccccc1C#N	-4.6%
CCN(CC)CC(C)OC(=O)c1cccc(F)c1 (stereo not given)	6.6%
COc1ccccc1CNC(=O)c1ccc2c(c1)N(Cc1ccc(C)cc1)CCS2	?
Cn1cc(CN(C(=O)C2CCC(=O)N(Cc3cccc(F)c3)C2)C2CC2)cn1 (stereo not given)	22.2%
COCCOc1cc(C)c2c(c1C)C[C@H](C(C)C(=O)N1CCOCC1)CC2 (stereo not given in full)	-13.2%[86.2 µM]
COc1ccccc1-c1nn2c(=O)cc(CN3CCN(C(=O)/C=C/c4ccccc4)CC3)nc2s1	-19.4%
COC(=O)c1ccc2c(c1)NC(=O)C(N(CC(C)C)CC(C)C)S2 (stereo not given)	18.1%
CC(C)NC(=O)C[C@@H]1C[C@H]2O[C@H](CNCc3cnccc3C(F)(F)F)[C@@H](O)[C@H]2O1	-1.7%[86.2 µM]
COc1ccc(C(=O)N2CCc3nn(Cc4ccccc4)c(=O)n3CC2)cc1F	-23.6%

# Filtered by structure, those above containing a cyano group
SMILES	KDM5B inh
CNC(=O)c1cc(=O)n(CC(=O)Nc2cccc(C#N)c2)c2ccccc12	-16.6%
COc1ccc(Cl)cc1COc1ccccc1C#N	-4.6%

# Further records
SMILES	KDM5B inh
CCc1ccc(NC(=O)C(=O)NCC(c2cccnc2)N2CCN(C)CC2)cc1 (stereo not given)	-14.2%
CC(C)(C)CC(C)(C)c1ccc(OCC(=O)N/N=C/c2ccc(S(=O)(=O)O)o2)cc1	32.2%
CCCN1CC[C@H]2COC(=O)N2c2cc(F)ccc2C1	-1.2%[115 µM]
Cc1ccncc1C(=O)N1CCC2(CC1)CC(N1CCN(c3ccccn3)CC1)CCO2 (stereo not given)	-23.4%
COc1cccc(CNC(=O)C2(c3cccs3)CCOCC2)c1	-18.4%
CC(C)N(C(=O)c1ccccc1-c1cc(NC2CC2)nc(N)n1)C(C)C	26.9%
CN1CCCC2(C1)CN(C)c1ccc(C(=O)Nc3ccccc3)cc12 (stereo not given)	?
Cc1cc(C)c2c(n1)sc1c(=O)n(Cc3ccc(F)cc3)cnc12	-17.8%
COc1cccc(-c2noc(-c3cccc(Br)c3)n2)c1	-9.3%
Cc1nc(C)c(C)c(N2CCC(Oc3ccc4ccccc4c3)(C(=O)O)CC2)n1	41.7%
CN(C)C(CNc1ccc(S(C)(=O)=O)cc1[N+](=O)[O-])c1ccccc1 (stereo not given)	-3.8%
Cc1ccc(-n2nc3c(N4CCC(C(=O)NC5CCC(C)CC5)CC4)nnc(C)c3c2C)cc1 (stereo not given)	-22.2%
COCCCNC(=O)CCCn1c(=O)c2ccccc2n(CC(=O)Nc2ccc(C)cc2Cl)c1=O	-68.7%
CNC(=O)[C@@H]1CN(C(=O)c2ccc(C(C)C)cc2)C[C@H]1CO	9.0%
Cc1cccc(C(=O)Nc2ccccc2OCc2cc(=O)n3c(C)csc3n2)c1	-6.7%
CN1CCC(C(=O)N2Cc3ccccc3CC3(CCCN(CC4CCOCC4)C3)C2)CC1 (stereo not given)	-20.9%[115 µM]
COc1ccc(/C=C(\C#N)c2nc3cc(C)c(C)cc3[nH]2)cc1Br	10.9%
COc1ccc(CNC(=O)c2ccc(-c3nc(CSc4ccccc4)c(C)o3)cc2)cc1	-5.8%
O=C(Nc1cccc(S(=O)(=O)N2CCCCC2)c1)c1cccc2cccnc12	0.9%
O=C(Nc1ccccc1)Nc1csc2ccccc12	19.3%
CCOc1ccccc1C1Nc2ccccc2-n2cc3c(=O)n(C)c(=O)n(C)c3c21 (stereo not given)	?
CC(CCc1ccccc1)NC(=O)c1nccnc1N (stereo not given)	?
CCN1CC2(CCN(Cc3nc(COC)no3)CC2)CC(c2ccccc2)C1=O (stereo not given)	8.2%
O=C(O)CCC(=O)N1Cc2ccccc2CC2(CCCN(Cc3cccnc3)C2)C1 (stereo not given)	1.9%[115 µM]
O=C1NC2(CCN(Cc3ccsc3)C2)COc2ccccc21 (stereo not given)	35.5µM*
O=C(CSc1nnc(CNC(=O)c2c(F)cccc2Cl)o1)Nc1ccccc1F	17.2%
CCOC(=O)C1=C(C)NC(=O)NC1c1ccccc1 (stereo not given)	18.4%
O=C(NCc1c[nH]c2ncccc12)c1ccc(Cl)cc1	?
COc1ccc(-c2nnc(SCC(=O)Nc3cccc(F)c3)s2)cc1	?
O=C(Nc1nnc2n1CCS2)c1ccc(F)cc1F	?

# An excerpt of these results, with each value named:
CCOC(=O)C1=C(C)NC(=O)NC1c1ccccc1 (stereo not given)
- KDM5B inh = 18.4%
O=C(NCc1c[nH]c2ncccc12)c1ccc(Cl)cc1
- KDM5B inh = ?

# Other records follow.
SMILES	KDM5B inh
O=C1NC2(CCN(C(=O)c3cccnc3)C2)OCc2ccccc21 (stereo not given)	-11.4%[86.2 µM]
Clc1cccc(CSc2nnc(C3CCCN3)o2)c1 (stereo not given)	-10.5%
O=C(c1cc2ccccc2o1)c1ccccc1F	0.2%
CC(OC(=O)c1ccc2c(c1)NC(=O)CS2)C(=O)NCc1ccccc1 (stereo not given)	-0.3%
CCCCCC(=O)Nc1ccc(-c2nc3cc(OC)ccc3o2)cc1	-43.7%
Cc1ccc(NC(=O)c2nn(-c3ccccc3)c(=O)c3ccccc23)c(O)c1	12.3%
CN(Cc1ccccc1CN1CCCC1)C(=O)C1CC2(CCNCC2)CN1C (stereo not given)	26.2%
NC(=S)c1ccc(C(F)(F)F)cc1	?
CCCNC(=O)c1ccc(NC(=O)c2ccc(Cl)cc2)cc1	30.0%
CCCCCCCCS(=O)CCCCCCCO (stereo not given)	14.5%
CCOC(=O)COc1ccc(C)cc1C(=O)c1ccn2nc(-c3ccc(Cl)cc3)cc2n1	?
Cc1cc(CN2C[C@@H](COCC3CC3)[C@H](c3ccccn3)C2)n(C)n1	-9.8%
Cc1cc(F)ccc1NC(=O)C(C)(C)c1ccccc1	20.6%
C[C@@H](NC(=O)c1ccccn1)c1c(-c2ccc(F)cc2)noc1C(=O)O	-14.7%[86.2 µM]

# From PubChem BioAssay
